Giardia killer: Giardia lamblia killing; Giardia lamblia trophozoite viability; activity change, % at 7.66 µM, hits read low; hit rate 0.15% among 340,000; AID 540267; in the data active = activity change below about -80%; inconclusive = between about -30% and that limit;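 also: parasites exposed to compound for two days anaerobically before the ATP read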
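Luminescence from cellular ATP indicates surviving trophozoites (100 cells/well) following 48 hrs anaerobic compound treatment at 37 deg C; signal develops 15-30 min at room temperature.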
KCNH2 WT inh: KCNH2 (human, wildtype) channel inhibition. Q12809. U2OS, BacMam KCNH2, thallium flux FluxOr; hits give low values. activity change, % at 1.84 µM. hit rate 0.37% among 340,000. AID 720551;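 active = maximum activity change below -70%; inconclusive = maximum activity change between -70% and -50%; inactive = maximum activity change above -50%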
Target sequence (Q12809 whole entry, looked up): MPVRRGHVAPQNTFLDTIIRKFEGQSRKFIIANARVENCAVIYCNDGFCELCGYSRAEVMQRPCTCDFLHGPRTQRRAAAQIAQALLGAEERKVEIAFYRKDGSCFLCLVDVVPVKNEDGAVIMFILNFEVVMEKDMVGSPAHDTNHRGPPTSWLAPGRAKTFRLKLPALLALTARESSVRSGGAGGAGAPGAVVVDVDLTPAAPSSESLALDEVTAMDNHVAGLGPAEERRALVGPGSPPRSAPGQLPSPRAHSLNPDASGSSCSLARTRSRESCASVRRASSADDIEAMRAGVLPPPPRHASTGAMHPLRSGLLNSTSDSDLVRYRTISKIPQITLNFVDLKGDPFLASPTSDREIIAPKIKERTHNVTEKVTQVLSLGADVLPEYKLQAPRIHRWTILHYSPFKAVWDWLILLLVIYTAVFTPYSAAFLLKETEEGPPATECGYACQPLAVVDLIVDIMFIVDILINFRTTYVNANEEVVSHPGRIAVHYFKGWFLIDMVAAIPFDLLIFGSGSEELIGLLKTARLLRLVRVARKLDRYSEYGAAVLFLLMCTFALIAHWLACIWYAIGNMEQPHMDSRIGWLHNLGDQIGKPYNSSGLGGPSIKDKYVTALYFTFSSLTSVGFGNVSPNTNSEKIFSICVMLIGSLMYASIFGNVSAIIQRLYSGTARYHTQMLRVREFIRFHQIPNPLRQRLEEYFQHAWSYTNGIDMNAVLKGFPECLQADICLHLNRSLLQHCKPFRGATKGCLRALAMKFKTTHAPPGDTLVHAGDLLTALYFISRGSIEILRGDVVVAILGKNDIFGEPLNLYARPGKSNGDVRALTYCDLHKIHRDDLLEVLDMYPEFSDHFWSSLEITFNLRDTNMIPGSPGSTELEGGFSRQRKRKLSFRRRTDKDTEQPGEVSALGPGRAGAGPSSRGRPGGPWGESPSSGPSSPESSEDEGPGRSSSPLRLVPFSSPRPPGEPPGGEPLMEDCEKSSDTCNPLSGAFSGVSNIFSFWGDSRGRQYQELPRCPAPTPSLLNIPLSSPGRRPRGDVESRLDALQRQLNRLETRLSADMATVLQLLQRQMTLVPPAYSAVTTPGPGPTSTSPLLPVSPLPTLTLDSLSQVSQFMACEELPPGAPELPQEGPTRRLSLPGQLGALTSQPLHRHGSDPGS
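U2OS cells transduced with wild-type KCNH2 virus are loaded with FluxOr dye for 45 min, and thallium flux is measured in kinetic reads before and after stimulation buffer. Rate constants are normalized to DMSO controls.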
uPA generation: blocks generation of uPA at the cell surface | cell surface uPA generation assay, qHTS | Potency, µM (titrated, usually from 38.3 µM), for inactives: at the highest dose activity change, negative = inhibition, actives largely listed as inhibitors | hit rate 0.31% among 330,000; active = well fitted inhibition curve with a large enough effect; inconclusive = small, poorly fitted or top-dose-only effect; inactive = no such curve, though single readings can be large or run the other way; tested in mouse RAW 264.7 cells; also: potency is read from the fitted curve at half-maximal effect; nearly all actives have a fitted effect of over 55% in size
KCNH2 3.1 block: blocks the human KCNH2 3.1 channel isoform. AID 720553. hit rate 0.95% among 340,000. activity change, % (tested at about 1.8 µM). U2OS KCNH2 3.1, thallium flux FluxOr; hits give low values;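 active = maximum activity change below -70%; inconclusive = maximum activity change from -70% to -50%; inactive = maximum activity change above -50%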;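 also: thallium influx rate constant from kinetic fluorescence after stimulation buffer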
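Virally transduced U2OS (3.1 isoform, 4 h infection in dark at RT) → overnight 37 C → FluxOr + Red40 in HBSS/HEPES, 45 min → stimulation buffer, 2 min kinetic read → rate constant vs DMSO controls.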
An asterisk follows results filed as active; ? = inconclusive; [ ] = dose if it differs, or a comment. % is scaled to controls: 0 for no effect and ±100 for the full control effect. A portion of the library. The share of hits here may be higher or lower than overall.

The first 2 entries, to show the layout:
Keys – A = Giardia killer; B = KCNH2 WT inh; C = uPA generation; D = KCNH2 3.1 block
Cc1nnc2sc(SCC(=O)N3CCc4ccccc43)nn2c1=O
  A: -4	B: 4	C: -2%	D: 6
COc1ccc(-c2ccc3oc(-c4ccsc4)cc3c2)cc1
  A: -18	B: -4	C: 8%	D: 0

Results, repeating the preview:
Keys – A = Giardia killer; B = KCNH2 WT inh; C = uPA generation; D = KCNH2 3.1 block
Cc1nnc2sc(SCC(=O)N3CCc4ccccc43)nn2c1=O
  A: -4	B: 4	C: -2%	D: 6
COc1ccc(-c2ccc3oc(-c4ccsc4)cc3c2)cc1
  A: -18	B: -4	C: 8%	D: 0
CCC(=O)c1cn([C@@H](CCC(OC)OC)CC(=O)OC(C)(C)C)cc1CC
  A: -7	B: -4	C: 6%	D: 8
CCCCOCCCNC(=O)/C=C/c1ccccc1Cl
  A: -4	B: -9	C: 1%	D: 4
O=C(/C=C/c1ccccc1)Nc1ccc(S(=O)(=O)N2CCOCC2)cc1
  A: 17	B: -1	C: -10%	D: -39
Cn1c(C(=O)NN)cc2cc(OCc3ccccc3)ccc21
  A: -2	B: -1	C: -1%	D: 28
Cc1c(N2C(=O)/C(=C/c3cccc4ccccc34)SC2=S)c(=O)n(-c2ccccc2)n1C
  A: -6	B: -24	C: 3%	D: -5
O=C(C1=C[C@@H](c2ccc(C(F)(F)F)cc2)C[C@@H](OCCCCO)O1)N1CCCCCCC1
  A: -7	B: -1	C: 9%	D: 2
Cn1c(=O)c2[nH]c(SCCN3CCOCC3)nc2n(C)c1=S
  A: 30	B: -2	C: 0%	D: 33
CCOc1ccc2nc(NC(=O)C3(C)CC3(Br)Br)sc2c1 (centres undefined)
  A: 37[activator]	B: -2	C: ?	D: -6
CCn1cc(CN2CCC(n3nccc3NC(=O)C(OC)c3ccccc3)CC2)cn1 (centres undefined)
  A: -11	B: 16	C: 1%	D: -6
CC(=O)c1c(C)oc2ccc(N(C(C)=O)S(=O)(=O)c3ccc(Br)cc3)cc12
  A: 14	B: 3	C: -3%	D: 1
CN(C(=O)c1cccc(NC(=O)Cc2cccc(NC(=O)C3CCN(C(=O)C4CCCCC4)CC3)c2)c1)C1CCC1
  A: 12	B: 25	C: 6%	D: 2
CC(=NNc1nc2ccccc2s1)c1ncccn1
  A: 10	B: -2	C: -3%	D: 11
COc1ccc(-n2c(N)cc(=O)nc2SCC(=O)NC2CCCCC2)cc1
  A: 21	B: -8	C: 3%	D: 1
O=Cc1cccc2ccc3cccc(C(=O)O)c3c12
  A: 4	B: 5	C: -2%	D: 3
C=CCNC(=O)c1c(CSc2ccc(Cl)cc2)noc1C(=O)NCc1ccccc1
  A: 5	B: 11	C: ?	D: -41
Cc1nn(-c2ccccn2)c2c1C(=O)CC(C)(C)C2N=[N+]=[N-] (centres undefined)
  A: 34[activator]	B: -4	C: ?	D: -24
O=C(O)c1ccc(N=C2c3ccccc3-c3ccccc32)cc1
  A: 2	B: 1	C: 2%	D: 13
CC(OC(=O)CSCC(=O)Nc1ccc(Cl)cc1)C(=O)N(C)Cc1ccccc1 (centres undefined)
  A: 1	B: -4	C: 2%	D: -22
Fc1ccc(-c2nnc(-c3ccc4ccccc4c3)o2)cc1
  A: -1	B: 15	C: -6%	D: -6
CC(C)C[C@@H](CNCC(=O)[C@H](C)NC(=O)c1[nH]cnc1C(=O)N[C@H](CN)CC(C)C)NC(=O)c1nc[nH]c1C(=O)N[C@@H](C)C(=O)O
  A: 4	B: -5	C: 10%	D: 3
C#CCOCCOCCOCCNc1nc(N2CCN(C(=O)[C@H](CCCCN)n3cc(CC(C)O)nn3)CC2)nc(N2CCN(C(=O)[C@H](Cc3ccc(O)cc3)n3cc(CCO)nn3)CC2)n1 (some centres undefined)
  A: -9	B: 11	C: 6%	D: -6
O=C1C2CCCCN2C(=O)N1CCN1CCN(c2cccc(Cl)c2)CC1 (centres undefined)
  A: 0	B: 2	C: 15%	D: 10
COC(=O)C1N[C@@H]([C@@H](NC(=O)COc2ccccc2)C(=O)Nc2ccc(OC)cc2)SC1(C)C (some centres undefined)
  A: 9	B: -4	C: 4%	D: 4
Oc1ccc(C[C@H]2CNC(=S)N2CC2CCCN2C[C@H](Cc2ccc(O)cc2)N2C[C@H](Cc3ccc(O)cc3)N(CC3CCCCCC3)C2=S)cc1 (some centres undefined)
  A: -22	B: -15	C: ?	D: -13
COc1ccc(CC(=O)Nc2cc(S(C)(=O)=O)ccc2Cl)cc1S(=O)(=O)N1CCOCC1
  A: -4	B: 5	C: 2%	D: 8
COCC1CCCN(C(=O)c2cc(COc3ccc(C(C)=O)cc3)on2)C1 (centres undefined)
  A: 2	B: -9	C: 8%	D: -16
COC(=O)c1cc2c(n(-c3ccccc3)c1=O)CCCC2=O
  A: ?	B: -4	C: 13%	D: -1
CCN(CC)CCCC(C)n1c2nc(=O)[nH]c(=O)c-2nc2cc(Cl)ccc21 (centres undefined)
  A: 1	B: 7	C: -17%	D: -16
C=CCOC(=O)C(C(=O)Cc1ccccc1)c1ccccc1 (centres undefined)
  A: -14	B: -4	C: -5%	D: 25
COc1ccc(C(CNC(=O)CNC(=O)c2cccc(C)c2)N2CCCCC2)cc1 (centres undefined)
  A: -8	B: 2	C: 19%	D: 2
CN(C)CCN1C(=O)c2cccc3cc([N+](=O)[O-])cc(c23)C1=O
  A: -20	B: 2	C: -10%	D: 5
CCOC(=O)c1cccc(NC(=O)c2c(NCc3ccccc3)[nH]c(=O)[nH]c2=O)c1
  A: -4	B: -1	C: -22%	D: 18
COCCNC(=O)c1c(CSc2ccc(Cl)cc2)noc1C(=O)NCc1ccccc1
  A: 33[activator]	B: 3	C: 12%	D: 0
CC(=O)Nc1cc2c3ccccc3n(C)c2cc1[N+](=O)[O-]
  A: -10	B: 4	C: -2%	D: -2
COc1ccc(Cl)cc1Nc1cc(C)nc2ccccc12
  A: -10	B: 0	C: ?	D: -4
C=CCOC(=O)c1ccccc1C(=O)OCC1CO1 (centres undefined)
  A: -5	B: 5	C: -3%	D: -5
O=C(COc1ccccc1)Nc1ccc(F)cc1
  A: ?	B: -4	C: 2%	D: -1
Nc1cccc2c1C(=O)c1ccc(Cl)cc1C2=O
  A: -20	B: 1	C: -9%	D: -14
CC(=O)Nc1cccc(/C(C)=N/Nc2ccc(S(=O)(=O)Nc3ccccc3C(=O)O)cc2[N+](=O)[O-])c1
  A: 6	B: -3	C: 6%	D: -6
Nc1ccc(-c2cnc(N)c(C(=O)c3cccnc3)n2)cn1
  A: -5	B: -16	C: ?	D: -21
CCOC(=O)c1ncccc1NC(=O)CC(=O)Nc1cccnc1C(=O)OCC
  A: 5	B: -8	C: 15%	D: 28
O=S(=O)(c1cccc2ccccc12)N1CCC2CC1c1cc(Cl)ccc12 (centres undefined)
  A: 10	B: 0	C: 6%	D: -42
CCCCCCC(=O)N1CCN(c2cc3c(cc2F)c(=O)c(C(=O)O)cn3CC)CC1
  A: 3	B: -3	C: -3%	D: -2
O=C(OCc1ccccc1)N1CCC2CC1c1cc(-c3ccc(F)cc3)ccc12 (centres undefined)
  A: 31[activator]	B: 2	C: 29%	D: -14
CCCSc1ncnc2[nH]ncc12
  A: -9	B: 9	C: -7%	D: 24
O=C1OC(c2cc(Br)c(O)c(Br)c2)c2ccccc21 (centres undefined)
  A: -16	B: -3	C: -1%	D: 14
Cc1c(C(=O)N2CCN(c3ccccn3)CC2)sc2ncnc(N3CCN(c4ccccc4)CC3)c12
  A: -15	B: 14	C: 1%	D: -5
CN(C)S(=O)(=O)c1ccc(NC(=O)Cn2nc(-c3ccc4c(c3)OCCO4)ccc2=O)cc1
  A: -4	B: -6	C: -2%	D: 9

The list goes on:
canonical_smiles,Giardia killer,KCNH2 WT inh,uPA generation,KCNH2 3.1 block
O=C(NCCc1ccc2c(c1)OCCO2)c1cc(S(=O)(=O)N2CCCC2)ccc1Br,-10,-3,0%,11
COc1ccccc1-c1cccc([C@@H]2C[C@H]3[C@H](CON3C)CN2C(=O)C(C)(C)C)c1,1,-3,1%,-23
Cc1cc(Br)ccc1Nc1nc(N)nc(N)c1N=O,6,-11,3%,10
CC1CN(Cc2ccccc2)C(=S)NC1=O (centres undefined),29,-1,2%,11
Cn1c(CSc2nc3ccccc3s2)nnc1SCC(=O)NCc1cccnc1,27,5,4%,0
Cn1c(=O)c2[nH]c(N=NN3CCCCC3)nc2n(C)c1=O,-7,7,2%,-10
O=C(O)C[C@H]1c2cc(C(F)(F)F)ccc2S(=O)(=O)N1C1CCCCC1,-11,-7,6%,8
Cc1cc(C)c(-c2c(N)cc(Br)cc2Br)c(N)c1,-6,-3,-2%,-6
Nc1ncnc2c1cnn2C1CC(O)C(CO)O1 (centres undefined),-6,20,2%,8
CCN(CC(=O)Nc1ccc(NC(C)=O)cc1)C(=O)c1ccc(S(=O)(=O)N2CCCC2)cc1,-26,-2,5%,19
O=C(Sc1ccc(Cl)cc1)c1ccccn1,-4,5,-7%,8
Cc1ccc(SCC(=O)Nc2cccnc2)cc1,-6,-6,-3%,-4
O=c1c2ccccc2sc2nc(CCl)nn12,10,1,6%,-23
O=C(Nc1ccc(C(=O)N2CCCC2)cc1)C1CCCCC1,16,-8,-9%,1
CN(CCc1ccccc1)C(=O)c1ccc(NC(=O)Cc2cccc(NC(=O)C3CCN(C(=O)C4CC4)CC3)c2)cc1,14,7,21%,12
CN(CCc1ccccc1)C(=O)c1cccc(NC(=O)Cc2cccc(NC(=O)C3CCCN(C(=O)CCc4ccccc4)C3)c2)c1 (centres undefined),5,0,?,-4
O=S(=O)(CS(=O)(=O)c1ccccc1)c1ccccc1,12,4,-3%,0
O=[N+]([O-])c1cccc(C=NNc2ccc3ccccc3n2)c1O,19,-29,-12%,-17
O=C(Cc1ccc(NC(=O)C2CCCN(C(=O)C3CCCCC3)C2)cc1)Nc1cccc(C(=O)N2CCCCC2)c1 (centres undefined),-11,0,11%,-17
O=C(Cc1cccc(NC(=O)C2CCCN(C(=O)C3CCCC3)C2)c1)Nc1ccc(C(=O)N2CCOCC2)cc1 (centres undefined),2,-2,-1%,9
CN(C)CCNC(=O)c1cccc2nc3c(ccc4ccccc43)nc12,1,-2,-15%,-4
COc1ccc(Cn2cc(CN3CCS(=O)(=O)N(Cc4ccc(-c5cccc(Cl)c5)cc4)C(C)C3=O)nn2)cc1 (centres undefined),-22,-27,?,-30
O=[N+]([O-])c1cc(S(=O)(=O)Oc2ccccc2)ccc1Cl,15,-4,-2%,-18
Cc1cc(Cl)ccc1OCC(=O)OCC(=O)NCCNC(=O)COC(=O)COc1ccc(Cl)cc1C,49[activator],12,-5%,-13
C[N+](C)(CCOc1ccccc1)Cc1ccccc1,17,-4,-9%,6
Cc1cn(CC(C)C)c(=O)n(-c2ccccc2)c1=O,9,-3,-2%,1
CC(C)Sc1nc(N)nc2c1ncn2C1OC(CO)C(O)C1O (centres undefined),-10,-10,6%,-8
Cc1ccc(S(=O)(=O)N2CCN(C(=O)CN3CCN(c4ccc(O)cc4)CC3)CC2)cc1,0,-20,?,7
CC(C)(CC1(C)NC(=O)NC1=O)OCc1ccccc1 (centres undefined),-6,21,5%,-5
COc1cc(OC)nc(Oc2ccccc2C=O)n1,-4,-3,-10%,-5

Reformatted: results already given
Order of values – Giardia killer	KCNH2 WT inh	uPA generation	KCNH2 3.1 block
> O=C(Cc1ccc(NC(=O)C2CCCN(C(=O)C3CCCCC3)C2)cc1)Nc1cccc(C(=O)N2CCCCC2)c1 (centres undefined)
 : -11	0	11%	-17
> O=C(Cc1cccc(NC(=O)C2CCCN(C(=O)C3CCCC3)C2)c1)Nc1ccc(C(=O)N2CCOCC2)cc1 (centres undefined)
 : 2	-2	-1%	9
> CN(C)CCNC(=O)c1cccc2nc3c(ccc4ccccc43)nc12
 : 1	-2	-15%	-4
> COc1ccc(Cn2cc(CN3CCS(=O)(=O)N(Cc4ccc(-c5cccc(Cl)c5)cc4)C(C)C3=O)nn2)cc1 (centres undefined)
 : -22	-27	?	-30
> O=[N+]([O-])c1cc(S(=O)(=O)Oc2ccccc2)ccc1Cl
 : 15	-4	-2%	-18
> Cc1cc(Cl)ccc1OCC(=O)OCC(=O)NCCNC(=O)COC(=O)COc1ccc(Cl)cc1C
 : 49[activator]	12	-5%	-13

The results go on.
canonical_smiles,Giardia killer,KCNH2 WT inh,uPA generation,KCNH2 3.1 block
CCC(NC(=O)c1cncc(Br)c1)c1ccccc1 (centres undefined),6,1,-84%,19
CCN1C(=O)Nc2cccc3cccc1c23,-1,-5,-6%,-5
O=C(CCN1CCC2CCC(C2)C1)c1ccccc1 (centres undefined),20,6,0%,2
O=Cc1cccnc1SCc1ccccc1,5,-11,-6%,1

Source: PubChem
